# Compound activity as filed in PubChem.
# MEKK2wt PB1 HTS: raises or lowers MEK5 binding to wildtype human MEKK2 PB1 domain. bead flow cytometry, Alexa488-MEK5 binding to MEKK2 WT; actives lie on both sides. binding response (% of control), % at 10 µM. 290,000 compounds, 1.1% hits; in the data active means binding response below about 67% or above about 130%
# NALP1 inh: inhibitors of NALP1 inflammasome in yeast; S. cerevisiae NALP1/ASC/caspase-1 growth, X-gal OD620, 72 h; inhibition, % at 10 µM; 280,000 compounds, 0.61% hits; in the data active means inhibition mostly above about 24%, no sharp cut-off; inactive means mostly below about 32%; further: some compounds called inactive have numbers as strong as hits
# VIM-2 inhibitor: inhibitors of Pseudomonas aeruginosa VIM-2 metallo-beta-lactamase. purified VIM-2, nitrocefin hydrolysis, epi-absorbance fluorescence. inhibition, % at 5.6 µM. 290,000 compounds, 0.89% hits;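 active means inhibition above the mean of all tested compounds plus 3 SD, cutoff set per screening run, cut at about 7.5% in these data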;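 further: red hydrolysis product quenches plate fluorescence so inhibitors raise well fluorescence; 0% = enzyme with DMSO and 100% = DMSO without enzyme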
# MEKK2mut PB1 HTS: signal of MEK5 binding to mutant human MEKK2 PB1 domain; AID 1530; bead flow cytometry, Alexa488-MEK5 binding to MEKK2 mutant; percent response, % at 10 µM; 290,000 compounds, 0.35% hits; in the data active means percent response above about 24%, passing the limit was not always enough; further: inactives centre near 1; some results filed as inactive read as strong as hits
# IMP-1 inhibitor: inhibitors of Pseudomonas aeruginosa IMP-1 metallo-beta-lactamase; inhibition, % at 5.6 µM; purified IMP-1, nitrocefin hydrolysis, epi-absorbance fluorescence; 290,000 compounds, 0.45% hits; AID 1556;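 active means inhibition above the mean plus 3 SD of all compounds in the same screening run, cut at about 4.5% in these data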;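 further: 0% = IMP-1 with DMSO and 100% = DMSO wells lacking enzyme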
#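 Assay system: purified IMP-1; Quantity: IMP-1 0.2 nM before substrate addition; Medium: HEPES buffer pH 7.1 with ZnSO4 and Brij 35; Incubation: 15 min enzyme–compound preincubation, then 25 min nitrocefin reaction, 25 °C; Signal: fluorescence quenching readout, ex 480/em 530 nm; Controls: DMSO with and without IMP-1; Repeats: singlicate testing.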
# DNA FID counter: displaces DNA intercalator in HCV helicase counter-screen; 290,000 compounds, 0.17% hits; inhibition, % at 7.9 µM; DNA fluorescent intercalator displacement, fluorescence; in the data active means inhibition above about 37%;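 further: 0% = vehicle and 100% = reference compound; higher means more ethidium bromide displaced from hairpin DNA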
# M18AAP inhibitor: blocks P. falciparum M18 aspartyl aminopeptidase. recombinant PfM18AAP, H-Glu-NHMec fluorogenic cleavage. AID 1822. inhibition, % at 7.35 µM. 290,000 compounds, 1.2% hits;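 active means inhibition above the campaign mean inhibition over all tested compounds plus 3 SD, cut at about 28% in these data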;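 further: 0% = plate median of test compound wells and 100% = 2 mM ZnCl2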
# HCV NS3 hel inh: blocks Hepatitis C virus NS3 helicase unwinding; NS3 helicase DNA unwinding, Cy5 molecular beacon fluorescence; 290,000 compounds, 0.56% hits; inhibition, % at 10.9 µM;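 active means inhibition above the mean of all tested compounds plus 3 SD, set per campaign, cut at about 35% in these data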;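 further: 0% = DMSO wells and 100% = thioflavine S control wells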
#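 Measured by: Cy5 fluorescence, 0 and 60 min reads / Assay system: NS3 helicase fragment of HCV / Control set: low DMSO, high thioflavine S at 110 µM / Times: 1 h reaction at 25 °C, ATP-initiated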
# UBC9 SUMO inh: inhibitors of human SUMOylation (UBC9); HTRF SUMOylation assay, SAE1/SAE2 + UBC9, in vitro; inhibition, % at 35 µM; P63279; 290,000 compounds, 0.36% hits; AID 2006; in the data active means inhibition above about 50%, passing the limit was not always enough; further: strong numbers were not always called active
# Target sequence (P63279 whole entry, looked up): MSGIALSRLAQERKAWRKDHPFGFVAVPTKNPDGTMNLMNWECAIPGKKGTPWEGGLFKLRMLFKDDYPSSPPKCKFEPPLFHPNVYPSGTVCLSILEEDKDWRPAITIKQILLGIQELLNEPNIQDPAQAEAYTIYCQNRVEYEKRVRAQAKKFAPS
# * = called active by the depositor; . = not tested or not shown.
1. Cn1cc(CN2CCC(C(=O)N3CCCC3)CC2)c(-c2ccccc2F)n1
2. COc1ccc(N(C(=O)c2ccco2)S(=O)(=O)c2cccc([N+](=O)[O-])c2)cc1
3. Cn1c(-c2ccccc2)cnc1N
4. CCOC(=O)N1CCN(Cc2nc3cc(NC(C)=O)ccc3n2CC)CC1
5. OCCCN1CCN(CCOc2ccccc2-c2ccccc2)CC1
6. Cc1cc(C)n2[nH]c(=O)c(N=Nc3cccc(C(F)(F)F)c3)c2n1
7. COc1ccccc1NC(=O)N(CCN(C)C)Cc1cc2cc(C)ccc2[nH]c1=O
8. Cc1ccccc1CSc1ccc(-c2ccc3c(c2)OCO3)nn1
9. Nc1nc(-c2ccccc2)cn1/N=C/c1ccccc1
10. Oc1cccc(C(O)CNCc2ccc(OCc3ccc(Cl)cc3Cl)cc2)c1 (stereo not drawn)
compound no.,1,2,3,4,5,6,7,8,9,10
MEKK2wt PB1 HTS,94.0,93.0,108.0,96.0,94.0,100.0,102.0,102.0,107.0,155.0*
NALP1 inh,-0.1,-0.1,5.5,-23.2,29.3,-12.0,23.5,21.7,3.0,-2.1
VIM-2 inhibitor,-0.7,-2.9,-4.5,-2.7,-0.4,-4.7,-1.8,-1.3,-4.1,-1.1
MEKK2mut PB1 HTS,-10.0,-5.0,3.0,3.0,-4.0,4.0,4.0,0.0,12.0,8.0
IMP-1 inhibitor,-1.2,-1.8,-2.7,-5.2,0.5,-4.9,-2.4,-1.9,-5.0,-1.4
DNA FID counter,2.8,2.4,2.9,-22.0,7.8,-7.0,16.2,-8.6,-5.9,5.7
M18AAP inhibitor,-4.5,1.1,-5.0,-3.6,-4.9,9.8,-4.2,-4.2,1.5,-7.1
HCV NS3 hel inh,-4.7,-5.7,0.6,8.6,-16.4,2.1,-10.4,3.8,-1.4,-63.9
UBC9 SUMO inh,-12.7,9.3,-8.9,5.3,26.0,-28.2,4.2,-9.1,1.7,-24.2

11. Cc1cc(C)n(C(=O)Cn2nc(C)c(Br)c2C)n1
12. O=C(O)c1cccnc1SCc1ccc([N+](=O)[O-])cc1
13. COc1ccc(OC)c(C2C3=C(N=C4SCC(=O)N42)c2ccccc2CC3)c1 (stereo not drawn)
14. N/C(=N\OS(=O)(=O)c1cccc([N+](=O)[O-])c1)c1ccncc1
15. O=C(O)C1C2C=CC(C2)C1C(=O)OCC1CCCO1 (stereo not drawn)
16. C/C(CCc1ccccc1)=N\NC(=S)NCCc1ccccc1
17. CCc1cc(C(=O)NC2CCCc3c2cnn3-c2cccc(C)c2C)n(C)n1 (stereo not drawn)
18. CCOc1nc(NCCC2=CCCCC2)nc(N2CCOCC2)n1
19. Cc1ccc(NC(=O)CSc2nccc(=O)[nH]2)c(S(=O)(=O)N2CCOCC2)c1
20. Fc1ccc(NC(=S)Nc2cccnc2)c(Cl)c1
compound no.,11,12,13,14,15,16,17,18,19,20
MEKK2wt PB1 HTS,106.0,116.0,97.0,112.0,107.0,101.0,100.0,101.0,101.0,108.0
NALP1 inh,-0.3,1.1,-18.0,28.6,8.9,8.6,11.2,32.9,-32.5,-40.8
VIM-2 inhibitor,0.7,-0.2,5.4,-1.3,-2.6,-3.1,-0.3,-0.5,-5.5,-3.4
MEKK2mut PB1 HTS,6.0,9.0,2.0,1.0,5.0,-4.0,-2.0,1.0,4.0,3.0
IMP-1 inhibitor,-2.1,-2.2,-3.4,-1.0,-4.3,-2.6,-1.2,-6.5,-3.6,-2.2
DNA FID counter,-6.1,-3.0,-4.0,-1.3,0.2,-16.5,-29.6,1.2,-6.5,-0.8
M18AAP inhibitor,-6.1,1.1,1.4,-4.4,0.3,0.3,-0.8,-1.3,7.2,1.3
HCV NS3 hel inh,4.0,3.1,4.2,0.1,-2.1,-11.5,-1.6,8.7,-1.3,1.0
UBC9 SUMO inh,-0.8,11.0,-7.1,25.3,6.9,-5.2,0.0,-7.9,6.6,10.8

# Arranged by value in HCV NS3 hel inh (lowest first): seven of the compounds above.
item | Compound | MEKK2wt PB1 HTS | NALP1 inh | VIM-2 inhibitor | MEKK2mut PB1 HTS | IMP-1 inhibitor | M18AAP inhibitor | HCV NS3 hel inh | UBC9 SUMO inh
16 | C/C(CCc1ccccc1)=N\NC(=S)NCCc1ccccc1 | 101.0 | 8.6 | -3.1 | -4.0 | -2.6 | 0.3 | -11.5 | -5.2
15 | O=C(O)C1C2C=CC(C2)C1C(=O)OCC1CCCO1 (stereo not drawn) | 107.0 | 8.9 | -2.6 | 5.0 | -4.3 | 0.3 | -2.1 | 6.9
19 | Cc1ccc(NC(=O)CSc2nccc(=O)[nH]2)c(S(=O)(=O)N2CCOCC2)c1 | 101.0 | -32.5 | -5.5 | 4.0 | -3.6 | 7.2 | -1.3 | 6.6
20 | Fc1ccc(NC(=S)Nc2cccnc2)c(Cl)c1 | 108.0 | -40.8 | -3.4 | 3.0 | -2.2 | 1.3 | 1.0 | 10.8
12 | O=C(O)c1cccnc1SCc1ccc([N+](=O)[O-])cc1 | 116.0 | 1.1 | -0.2 | 9.0 | -2.2 | 1.1 | 3.1 | 11.0
11 | Cc1cc(C)n(C(=O)Cn2nc(C)c(Br)c2C)n1 | 106.0 | -0.3 | 0.7 | 6.0 | -2.1 | -6.1 | 4.0 | -0.8
18 | CCOc1nc(NCCC2=CCCCC2)nc(N2CCOCC2)n1 | 101.0 | 32.9 | -0.5 | 1.0 | -6.5 | -1.3 | 8.7 | -7.9

# Going on with the list.
21. O=C(Nc1ccccc1N1CCOCC1)c1cccc([N+](=O)[O-])c1
22. CN(C)C(=S)c1ccccc1
23. CC(C)NC(=O)C1c2ccccc2Oc2ccccc21
24. CS(=O)(=O)c1ncc(Cl)c(C(=O)Nc2ccc(N3CCOCC3)cc2)n1
compound no.,21,22,23,24
MEKK2wt PB1 HTS,98.0,96.0,108.0,.
NALP1 inh,20.4,32.2,2.2,.
VIM-2 inhibitor,-1.6,-0.7,-1.4,-1.9
MEKK2mut PB1 HTS,-2.0,-10.0,6.0,.
IMP-1 inhibitor,-1.4,-1.3,-1.2,-1.7
DNA FID counter,2.1,-12.2,1.2,3.3
M18AAP inhibitor,-1.3,-11.6,-1.8,-52.3
HCV NS3 hel inh,-7.4,16.9,-1.1,1.4
UBC9 SUMO inh,-11.3,17.4,10.5,-7.5

# A second format for part of the listing above.
21) O=C(Nc1ccccc1N1CCOCC1)c1cccc([N+](=O)[O-])c1
  MEKK2wt PB1 HTS = 98.0; NALP1 inh = 20.4; VIM-2 inhibitor = -1.6; MEKK2mut PB1 HTS = -2.0; IMP-1 inhibitor = -1.4; DNA FID counter = 2.1; M18AAP inhibitor = -1.3; HCV NS3 hel inh = -7.4; UBC9 SUMO inh = -11.3

22) CN(C)C(=S)c1ccccc1
  MEKK2wt PB1 HTS = 96.0; NALP1 inh = 32.2; VIM-2 inhibitor = -0.7; MEKK2mut PB1 HTS = -10.0; IMP-1 inhibitor = -1.3; DNA FID counter = -12.2; M18AAP inhibitor = -11.6; HCV NS3 hel inh = 16.9; UBC9 SUMO inh = 17.4

23) CC(C)NC(=O)C1c2ccccc2Oc2ccccc21
  MEKK2wt PB1 HTS = 108.0; NALP1 inh = 2.2; VIM-2 inhibitor = -1.4; MEKK2mut PB1 HTS = 6.0; IMP-1 inhibitor = -1.2; DNA FID counter = 1.2; M18AAP inhibitor = -1.8; HCV NS3 hel inh = -1.1; UBC9 SUMO inh = 10.5

24) CS(=O)(=O)c1ncc(Cl)c(C(=O)Nc2ccc(N3CCOCC3)cc2)n1
  MEKK2wt PB1 HTS = .; NALP1 inh = .; VIM-2 inhibitor = -1.9; MEKK2mut PB1 HTS = .; IMP-1 inhibitor = -1.7; DNA FID counter = 3.3; M18AAP inhibitor = -52.3; HCV NS3 hel inh = 1.4; UBC9 SUMO inh = -7.5
